Screening results from PubChem.
Xi reactivation: activators of inactive X chromosome reactivation, primary screen, imaging, XiGFP fibroblasts, GFP high-content imaging, set 2. XiGFP mouse fibroblasts, % GFP-positive cells imaging, 3 d; cells co-treated with 5-aza-dC sensitizer; scaled so ellipticine positive control = 100%. activation, % at 7.58 µM. hit rate 0.055% among 360,000;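 active = mean normalized replicate activation at least 10% and every replicate at or above 10%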;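 also: 0% = median of on-plate neutral control wells and 100% = ellipticine 6 µM median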
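System: SV40-immortalized XiGFP fibroblast cells, line 68-5-11 / Incubation: 3-day compound exposure, then 15 min fixation at room temperature / Compound: single concentration per compound, delivered by pin transfer / Buffer or medium: DMEM plus 5-aza-dC sensitizer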
GSIS activator: GLuc luminescence reporter in INS-1E cells, primary screen for activators of glucose-dependent secretion of insulin | INS-1E GLuc reporter insulin secretion, 2-3 h | activation, % at 16.6 µM | hit rate 0.61% among 370,000;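 active = lowest replicate activation of at least 40%, so every replicate reaches that level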;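 also: 0% = median of neutral control wells and 100% = median of IBMX positive control wells; some compounds called inactive have numbers as strong as hits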
Starred values were filed as active, the others as inactive; & = joins results of further samples. An excerpt; the hit share may differ from the screen's.

Order of values – GSIS activator | Xi reactivation
1. CC(C)NC(=O)N(C)C[C@H]1Oc2ccccc2CC(=O)N(C)C[C@@H]1C
 : 5 | 0.3
2. CC(C)[C@H]1CC=CC[C@@H](C)Oc2ccccc2C(=O)N(C)[C@H](C(C)C)C(=O)N1 (mixture of isomers)
 : -4 | 0.3
3. Cc1ccc(S(=O)(=O)N(C)C[C@@H]2Oc3c(NC(=O)Nc4cccc5ccccc45)cccc3C(=O)N([C@H](C)CO)C[C@@H]2C)cc1
 : -1 | -0.2
4. CC(C)[C@H]1COCc2cn(nn2)CC[C@@H](Cc2ccc(Cl)cc2)C(=O)N1
 : -12 | -0.1
5. O=C(C[C@@H]1C[C@H]2c3cc(NC(=O)Nc4ccccc4F)ccc3O[C@H]2[C@@H](CO)O1)NCc1ccc(Oc2ccccc2)cc1
 : -4 | 0.2
6. COc1ccc2c3c([nH]c2c1)[C@@H](CO)N(C(=O)Nc1c(C)noc1C)CC31CCN(CC2CCCCC2)CC1
 : 12 | 0.3
7. O=C(C[C@H]1C[C@H]2c3cc(NC(=O)NC4CCCCC4)ccc3O[C@H]2[C@H](CO)O1)NC1CCCC1
 : 15 | 0.6
8. CC(=O)Nc1ccc2c(c1)C(=O)N(C)C[C@@H](C)[C@@H](CN(C)C(=O)NC(C)C)O2
 : 3 | 0.2
9. C[C@H]1CN(C)C(=O)c2cc(N(C)C)ccc2O[C@H]1CN(C)C
 : -8 | 0.3
10. CC(C)NC(=O)N1C[C@@H]2C(c3ccc(Br)cc3)[C@H](C1)N2Cc1ccc(F)cc1 (stereo partly drawn)
 : -33&-11 | 0.2&0.1
11. CC(C)[C@@H]1C(=O)N[C@@H](c2ccc3c(c2)OCO3)C/C=C/C[C@H](C)Oc2ccccc2C(=O)N1C
 : -12 | 0.0
12. CC(=O)Nc1cccc2c1O[C@H](CN(C)C(=O)OC(C)(C)C)[C@@H](C)CN(C)C2=O
 : 0 | 0.0
13. CNC[C@@H]1Oc2ccc(NC(=O)NC(C)C)cc2CC(=O)N(C)C[C@@H]1C
 : 12 | 0.2
14. CC(C)NC(=O)N(C)C[C@H]1Oc2c(cccc2N(C)C)C(=O)N(C)C[C@@H]1C
 : 18 | 0.1
15. CCS(=O)(=O)N(C)C[C@@H]1N[C@H](CO)[C@@H]1c1ccc(C#CC2CC2)cc1
 : -4 | 0.0
16. O=C1C[C@H](c2ccccc2)C(=O)N[C@H](c2ccccc2)C/C=C\C[C@@H](c2ccccc2)N1
 : 14 | 0.0
17. C[C@H]1CN(C)C(=O)c2cc([N+](=O)[O-])ccc2O[C@@H]1CN(C)C(=O)OC(C)(C)C
 : 8 | 0.3
18. Cc1ccc(-c2ccc([C@H]3[C@@H](CO)N4C(=O)CN(C(=O)c5ccc(F)cc5)C[C@H]34)cc2)cc1
 : -31 | 0.3
19. CC(C)[C@@H]1COCc2cn(nn2)CC[C@H](Cc2ccc(-c3ccccc3)cc2)C(=O)N1
 : -1 | 0.3
20. CNC[C@@H]1Oc2c(NS(C)(=O)=O)cccc2C(=O)N(C)C[C@H]1C
 : 10 | 0.3
21. C[C@H]1CN(C)C(=O)Cc2cc(N(C)C)ccc2O[C@H]1CN(C)S(C)(=O)=O
 : 0 | -0.1
22. CC(C)NC(=O)N(C)C[C@H]1Oc2c(cccc2N(C)C)C(=O)N(C)C[C@H]1C
 : -3 | 0.0
23. CN(C)C(=O)c1ccc(-c2ccc(C3[C@@H]4CN(C(=O)Nc5ccc(Cl)cc5)C[C@H]3N4)cc2)cc1 (stereo partly drawn)
 : -30 | 0.0
24. C[C@H]1CN([C@@H](C)CO)C(=O)c2c(c3ccccc3n2C)-c2ccccc2CO[C@@H]1CN(C)C(=O)Nc1ccnc(N2CCOCC2)c1
 : -10 | 1.0
25. COc1ccc2c3c(n(C)c2c1)[C@H](CO)N(C(=O)NC1CCCCC1)CC31CN(C)C1
 : -5 | 0.3
26. CS(=O)(=O)N1CC2C(c3ccc(Br)cc3)C(C1)N2CC(F)(F)F (stereo not drawn)
 : 17 | 0.0
27. CCCC#Cc1ccc([C@@H]2[C@H](CO)N3C(=O)CN(C(=O)Nc4ccccc4)C[C@@H]23)cc1
 : -17 | 0.2
28. C[C@H]1CN(C)C(=O)c2cccc(NS(C)(=O)=O)c2O[C@@H]1CN(C)C
 : -2 | 0.1
29. C[C@H](CO)N1C[C@H](C)[C@@H](CN(C)CC2CC2)OCc2ccccc2-c2c(n(C)c3ccccc23)C1=O
 : 8 | -0.1
30. CNC[C@@H]1Oc2c(cccc2N(C)C)C(=O)N(C)C[C@@H]1C
 : -3 | 0.1
31. COc1ccc(CN2CC3(CCN(C(C)=O)CC3)c3c(n(C)c4cc(OC)ccc34)[C@H]2CO)cc1
 : -8 | 0.1
32. CC(=O)Nc1ccc2c(c1)CC(=O)N(C)C[C@@H](C)[C@@H](CN(C)C(=O)OC(C)(C)C)O2
 : -4 | 0.4
33. CNC[C@H]1Oc2c(N)cccc2C(=O)N(C)C[C@H]1C
 : 9 | 0.4
34. COc1ccc(C#Cc2cccc(-c3nc(C(=O)N4CCN(Cc5ccccc5)CC4)cc4c3[C@@H](CCO)N(S(=O)C(C)(C)C)C4)c2)cc1OC (stereo partly drawn)
 : -10 | 0.3
35. CC(C)NC(=O)Nc1ccc2c(c1)CC(=O)N(C)C[C@H](C)[C@H](CN(C)C)O2
 : 6 | 0.3
36. C[C@@H]1CN([C@@H](C)CO)C(=O)c2ccccc2-c2ccccc2CO[C@@H]1CN(C)Cc1ccc(Oc2ccccc2)cc1
 : 4 | 0.2
37. O=C1NCCOCc2cn(nn2)CC[C@@H]1Cc1ccccc1
 : 10 | 0.6
38. CC(C)[C@H]1C(=O)N[C@H](c2ccccc2)CC=CC[C@H](C)Oc2ccccc2C(=O)N1C (mixture of isomers)
 : 2 | 0.1
39. COc1ccc2c3c([nH]c2c1)[C@H](CO)N(C(=O)c1ccc(F)cc1)CC31CCN(Cc2cccnc2)CC1
 : -7 | 0.0
40. CC(=O)Nc1ccc2c(c1)C(=O)N(C)C[C@H](C)[C@@H](CN(C)C(=O)NC(C)C)O2
 : 2 | 0.3
41. C[C@H](CO)N1C[C@H](C)[C@@H](CN(C)S(=O)(=O)Cc2ccccc2)OCc2ccccc2-c2c(n(C)c3ccccc23)C1=O
 : -18 | -0.7
42. C[C@H]1CN(C)C(=O)c2cccc(N)c2O[C@H]1CN(C)C(=O)OC(C)(C)C
 : -5 | 0.3
43. CC[C@H]1C/C=C\C[C@H](c2ccc(OC)cc2OC)NC(=O)[C@H](C)CC(=O)N1
 : 1 | 0.2
44. CCC(=O)N1CC2(C1)CN(Cc1cc(F)ccc1F)[C@H](CO)c1c2c2ccc(OC)cc2n1C
 : -17 | 0.2
45. COc1ccc(NC(=O)Nc2ccc3c(c2)CC(=O)N([C@@H](C)CO)C[C@H](C)[C@H](CN(C)S(=O)(=O)c2ccc(C)cc2)O3)cc1
 : -32 | 0.0
46. OC[C@@H]1[C@H](c2ccccc2)C2(CN(Cc3ccccc3F)C2)N1Cc1ccccc1F
 : -1 | 0.0
47. COc1ccc2c3c(n(C)c2c1)[C@H](CO)N(Cc1ccccc1F)CC31CN(CC2CC2)C1
 : 5 | 0.1
48. C[C@@H]1CN([C@H](C)CO)C(=O)c2ccccc2-c2ccccc2CO[C@@H]1CN(C)Cc1ccc2c(c1)OCCN2C
 : 12 | -0.1
49. Cc1noc(C)c1NC(=O)N(C)C[C@H]1Oc2c(NC(=O)CCC(F)(F)F)cccc2C(=O)N([C@H](C)CO)C[C@@H]1C
 : 11 | 0.0
50. CC(=O)N(C)C[C@H]1Oc2ccc(N(C)C)cc2CC(=O)N(C)C[C@H]1C
 : -1 | 0.6
51. CO[C@@H]1CN(C)C(=O)c2ccc(NC(=O)c3cccc(F)c3)cc2OC[C@@H](C)N(C(C)=O)C[C@H]1C
 : -2 | 0.6
52. O=C1CCCn2cc(nn2)COCCN1
 : 1 | 0.0
53. CC(C)[C@@H]1C(=O)N[C@@H](c2ccc(F)cc2)CC=CC[C@@H](C)Oc2ccccc2C(=O)N1C (mixture of isomers)
 : -15 | 0.4
54. CN(C)C(=O)c1ccc(-c2ccc(C3[C@@H]4CN(Cc5ccccc5Cl)C[C@H]3N4)cc2)cc1 (stereo partly drawn)
 : -12 | 0.0
55. CNC[C@H]1Oc2ccc(N(C)C)cc2C(=O)N(C)C[C@H]1C
 : 8 | 0.1
56. CS(=O)(=O)N1C[C@@H]2C(c3ccc(Br)cc3)[C@H](C1)N2Cc1ccc(F)cc1 (stereo partly drawn)
 : -7&-9 | 0.0&0.0
57. COc1ccc([C@H]2CC=CC[C@@H](C)Oc3ccccc3C(=O)N(C)[C@H](Cc3ccccc3)C(=O)N2)c(OC)c1 (mixture of isomers)
 : -14 | 0.2
58. Cc1noc(C)c1NC(=O)N1C[C@@H](O)COC[C@H]2O[C@H](CC(=O)N[C@@H]3CCN(Cc4ccccc4)C3)CC[C@@H]21
 : 6 | 0.1
59. COc1ccc2c3c([nH]c2c1)[C@H](CO)N(C)CC31CCN(C(=O)NC(C)C)CC1
 : 35 | 0.6
60. O=C(Cc1cccnc1)N1CC(=O)N2[C@H](C1)[C@H](c1ccc(-c3cccc(F)c3)cc1)[C@@H]2CO
 : -16 | 0.3

The list continues.
Order of values – GSIS activator | Xi reactivation
61. CC(C)NC(=O)Nc1cccc2c1O[C@@H](CN(C)S(C)(=O)=O)[C@H](C)CN(C)C2=O
 : -3 | 0.0
62. O=C(c1ccccc1)N1CC(=O)N2[C@H](CO)[C@@H](c3ccc(/C=C/c4ccccc4)cc3)[C@H]2C1
 : -19 | 0.6
63. C[C@H]1COCc2cnnn2CC[C@H](Cc2ccccc2)C(=O)N1
 : 1 | 0.3
64. COc1ccc2c3c(n(C)c2c1)[C@H](CO)N(Cc1ccccc1Cl)CC31CN(C(C)=O)C1
 : 5 | 0.3
65. CC[C@@H]1C/C=C\C[C@H](C(C)C)NC(=O)CCC(=O)N1
 : 22 | 0.0
66. CNC[C@H]1Oc2ncccc2C(=O)N(C)C[C@@H]1C
 : 5 | 0.2
67. O=C(Nc1ccccc1)N1CC(=O)N2[C@H](C1)[C@@H](c1ccc(-c3ccc(F)cc3)cc1)[C@@H]2CO
 : -6 | 0.0
68. COc1ccc2c3c(n(C)c2c1)[C@H](CO)N(C(=O)CN(C)C)CC31CN(C(=O)CN(C)C)C1
 : 11 | 0.3
69. O=C1N[C@H](c2ccccc2)COCc2cn(nn2)CC[C@@H]1Cc1ccc(C(F)(F)F)cc1
 : 11 | 0.0
70. O=C1N[C@@H](c2ccccc2)COCc2cn(nn2)CC[C@@H]1Cc1ccc(C(F)(F)F)cc1
 : -9 | 0.1
71. CC(C)[C@H]1COCc2cn(nn2)CC[C@@H](C)C(=O)N1
 : 0 | -0.1
72. COc1ccc2c3c([nH]c2c1)[C@@H](CO)N(C(=O)Nc1cccc(F)c1)CC31CN(S(=O)(=O)c2ccccc2)C1
 : 9 | 0.6
73. COc1ccc2c3c([nH]c2c1)[C@@H](CO)N(C(=O)NC(C)C)CC31CN(C(=O)NC2CCCC2)C1
 : 8 | 0.2
74. C[C@@H]1CN([C@H](C)CO)C(=O)c2cc(NC(=O)NC3CCCCC3)ccc2O[C@@H](C)CCCCO[C@H]1CN(C)C(=O)Nc1ccc(C(F)(F)F)cc1
 : 24 | 0.0
75. C[C@@H]1CN(C)C(=O)Cc2cc(NS(C)(=O)=O)ccc2O[C@@H]1CN(C)S(C)(=O)=O
 : -4 | 0.5
76. CC(C)NC(=O)N1C[C@@H]2C(c3ccccc3)[C@H](C1)N2Cc1ccc(F)cc1 (stereo partly drawn)
 : 11&-23 | 0.3&0.2
77. CC[C@H]1C/C=C\C[C@H](c2ccc(F)cc2)NC(=O)CCC(=O)N1
 : 25 | 0.8
78. O=C(C1CCCC1)N1CC[C@H]2[C@H](CO)Nc3ccc(-c4cccc(F)c4)cc3[C@H]21
 : -15 | 0.0
79. CC(C)CC#Cc1ccc([C@@H]2[C@@H](CO)N3C(=O)CN(C(=O)NC(C)C)C[C@@H]23)cc1
 : -17 | 0.5
80. CCS(=O)(=O)N1CC2(CN(Cc3ccc(F)cc3)[C@@H](CO)c3c2c2ccc(OC)cc2n3C)C1
 : 7 | 0.3
81. CNC[C@@H]1Oc2c(cccc2N(C)C)C(=O)N(C)C[C@H]1C
 : -4 | 0.1
82. O=C1C[C@@H](c2ccccc2)C(=O)N[C@@H](c2ccccc2)C/C=C\C[C@@H](c2ccccc2)N1
 : 15 | 0.0
83. COc1ccc2c3c(n(C)c2c1)[C@@H](CO)N(C(=O)c1ccccc1)CC31CN(Cc2ccccc2OC)C1
 : 11 | 0.3
84. C[C@H]1CN([C@@H](C)CO)C(=O)c2cccc(NC(=O)CCCCCC(=O)Nc3ccccc3N)c2O[C@@H]1CN(C)C(=O)NC1CCCCC1
 : 5 | -1.4
85. CC[C@H]1C/C=C\CCNC(=O)CCC(=O)N1
 : -1 | 0.4
86. C=C(C)C[C@H]1CCn2cc(nn2)COCCNC1=O
 : 14 | 0.3
